Pin1 inhibitor: human Pin1 inhibition | Pin1 FP peptide displacement, HiFluor488, 10 min | Potency, µM (top dose mostly 115 µM), for the others: at the top dose activity, negative = inhibition, actives largely listed as inhibitors | 390,000 compounds, 0.009% hits; active = well fitted inhibition curve with a large enough effect in the polarisation, with a control signal flat, not every such curve was filed as active; inconclusive = small, poorly fitted or top-dose-only effect, or effect the other way, or a change in a side signal; inactive = no such curve, though single readings can be large or run the other way; the % refers to the polarisation; also: potency is read from the fitted curve at half-maximal effect; % is scaled to controls: 0 for no effect and ±100 for the full control effect
TrxR1 substrate: is turned over as a substrate by rat TrxR1; purified TrxR1 substrate turnover, NADPH consumption readout; Potency, µM (titrated, usually from 114 µM), for the others: top-dose activity change, negative = substrate turnover; 390,000 compounds, 0.01% hits; AID 588456; also: potency is read from the fitted curve at half-maximal effect; % is scaled to controls: 0 for no effect and ±100 for the full control effect; nearly all actives have a fitted effect of over 50% in size
Target sequence (O89049 whole entry, looked up): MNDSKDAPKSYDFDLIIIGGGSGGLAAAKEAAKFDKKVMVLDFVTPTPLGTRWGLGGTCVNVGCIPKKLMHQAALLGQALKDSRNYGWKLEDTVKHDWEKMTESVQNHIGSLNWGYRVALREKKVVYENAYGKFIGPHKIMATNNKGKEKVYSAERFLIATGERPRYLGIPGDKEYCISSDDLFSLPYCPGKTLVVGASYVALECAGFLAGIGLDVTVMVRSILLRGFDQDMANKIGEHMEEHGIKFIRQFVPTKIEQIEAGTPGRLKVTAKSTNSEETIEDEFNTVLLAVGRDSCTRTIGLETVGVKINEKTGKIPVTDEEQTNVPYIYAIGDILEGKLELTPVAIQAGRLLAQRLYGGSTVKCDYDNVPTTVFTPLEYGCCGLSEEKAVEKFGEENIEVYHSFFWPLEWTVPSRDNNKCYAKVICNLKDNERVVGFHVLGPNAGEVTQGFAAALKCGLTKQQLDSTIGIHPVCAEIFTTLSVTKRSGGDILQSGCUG
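Rat TrxR1, dispensed at 90 nM, was prereduced with 400 uM NADPH (final) for 5 min at ~22 deg C, then incubated with compound 15 min before 400 uM selenite. A first-read NADPH fluorescence drop versus no-compound background flagged substrates.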
USP1 inh: inhibitors of human USP1/UAF1 deubiquitinase; O94782; recombinant USP1/UAF1, Ub-Rhodamine cleavage fluorescence; Potency, µM (top dose mostly 57.1 µM), for the others: top-dose activity change, negative = inhibition, most hits filed as inhibitors; 390,000 compounds, 0.23% hits; also: potency is read from the fitted curve at half-maximal effect; % is scaled to controls: 0 for no effect and ±100 for the full control effect; nearly all actives have a fitted effect of over 60% in size; inactives centre near -12
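USP1/UAF1 complex (1 nM) preincubated 15 min at room temperature with compound, then Ub-Rho substrate (150 nM final) added. Kinetic fluorescence at 480/540 nm over 6 reads at 60 s intervals; 50 mM HEPES pH 7.8, 0.5 mM EDTA, 0.1 mg/ml BSA, 1 mM TCEP, 0.01% Tween-20.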
D2 agonist: activates the human D2 dopamine receptor. P14416. HEK293 T-REx D2 cells, calcium flux agonist mode. activation, % at 2 µM. 340,000 compounds, 0.53% hits. AID 485358;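 active = activation over 3 SD above normal in the single-dose calcium agonist read, cut at about 30% in these data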; also: 0% is about no effect
Target sequence (P14416 whole entry, looked up): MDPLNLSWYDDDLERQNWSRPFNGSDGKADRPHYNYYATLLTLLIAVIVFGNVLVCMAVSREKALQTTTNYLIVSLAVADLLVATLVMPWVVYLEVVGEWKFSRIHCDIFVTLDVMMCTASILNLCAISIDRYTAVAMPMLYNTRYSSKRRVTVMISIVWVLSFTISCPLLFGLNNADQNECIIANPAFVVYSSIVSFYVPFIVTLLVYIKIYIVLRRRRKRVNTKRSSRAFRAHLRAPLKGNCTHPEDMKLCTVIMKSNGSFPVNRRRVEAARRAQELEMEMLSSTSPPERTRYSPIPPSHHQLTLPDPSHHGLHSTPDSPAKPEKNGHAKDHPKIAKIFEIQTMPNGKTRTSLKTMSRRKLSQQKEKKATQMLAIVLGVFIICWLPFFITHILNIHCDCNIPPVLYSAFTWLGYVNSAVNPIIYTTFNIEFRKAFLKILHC
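Calcium-flux readout, 1 cycle/sec over 180 s following compound pin transfer, in inducible HEK293 Trex D2 cells (force-coupled); dopamine controls included. Positive calcium responses during this window marked compounds as potential agonists.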
mIDH1 inhibitor: human IDH1 R132H inhibition; Potency, µM (series often up to 76.6 µM), without a hit: top-dose activity change, negative = inhibition, actives largely listed as inhibitors; 390,000 compounds, 0.093% hits; IDH1-R132H enzyme, NADPH consumption, diaphorase/resazurin fluorescence; AID 602179; O75874; also: potency is read from the fitted curve at half-maximal effect; % is scaled to controls: 0 for no effect and ±100 for the full control effect; nearly all actives have a fitted effect of over 65% in size
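IDH1-R132H (0.5 ug/mL) preincubated 30 min with compound, then NADPH (0.016 mM) and alpha-KG (2 mM) added; 80 min at RT, pH 7.5. Remaining NADPH coupled via diaphorase/resazurin to fluorescence (540/590 nm); concentration-response curves normalized to no-enzyme control.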
D2 antag: D2 dopamine receptor (human) antagonism; AID 485344; inhibition, % at 10 µM; HEK293 TREx D2 cells, calcium flux, dopamine EC80; P14416; 340,000 compounds, 2% hits; in the data active = inhibition above about 30%; also: 0% is about no effect
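HEK293 T-REx D2 cells, tet-induced, calcium dye no-wash. Cpd pintool add, 180 s kinetic, then EC80 DA, 180 s kinetic. Ca flux read.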
rTrxR1 inhibitor: inhibitors of rat thioredoxin reductase 1 | 390,000 compounds, 1% hits | AID 588453 | recombinant rTrxR1, NADPH fluorescence consumption, selenite substrate | O89049 | Potency, µM (titrated, usually from 114 µM), for the others: at the highest dose activity change, negative = inhibition, actives largely listed as inhibitors; also: potency is read from the fitted curve at half-maximal effect; % is scaled to controls: 0 for no effect and ±100 for the full control effect; nearly all actives have a fitted effect of over 65% in size
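Rat TrxR1 (90 nM in the dispensed reagent) was pre-reduced with 400 uM NADPH for 5 min at room temperature, then incubated with compound for 15 min. After 400 uM selenite was added, NADPH fluorescence (Ex 340/Em 450 nm) was followed for 8 min.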
TRHR PAM: allosterically enhances the human TRH receptor | P34981 | TRHR cells, fluo-8 calcium fluorescence, EC20 TRH enhancement | 360,000 compounds, 0.66% hits | enhancement, % at 2 µM; in the data active = enhancement above about 30%; also: 0% is about no effect
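Enhancer read-out: after compound pinning and an initial kinetic agonist-mode read, an EC20 of TRH (10 nM final) was injected and fluo-8 calcium signal (Ex 480/Em 530) followed at 1 s/cycle for 100 cycles in TRHR-expressing cells.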
TRHR agonist: activates the human TRH receptor. P34981. 360,000 compounds, 0.18% hits. activation, % at 2 µM. TRHR cells, calcium flux fluo-8, FDSS agonist mode; in the data active = activation above about 30%; also: 0% is about no effect
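TRHR-expressing cells loaded with fluo-8 calcium dye; 23 nL library compound pin-transferred, kinetic FDSS fluorescence (Ex 480/Em 530) recorded about 180 s for agonist-induced calcium release, before a 10 nM TRH EC20 addition for potentiator mode.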
The depositor's hits bear a star; ? = inconclusive; / = not tested or not shown; & = joins results of further samples; [ ] = another dose, or the depositor's remark. Unless noted, calls follow the shape of the dose curve; as a rule, active = well fitted inhibition curve with a large enough effect; inconclusive = small, poorly fitted or top-dose-only effect; inactive = no such curve, though single readings can be large or run the other way. A portion of the library; the hit share may differ from the screen's.

SMILES	Pin1 inhibitor	TrxR1 substrate	USP1 inh	D2 agonist	mIDH1 inhibitor	D2 antag	rTrxR1 inhibitor	TRHR PAM	TRHR agonist
Cc1ccc(C)c(N2CCN(S(=O)(=O)c3ccc4c(c3)NC(=O)CS4)CC2)c1	1%	3%	-29%	-0.3	-11%	1	32%	-2	0.2
O=S(=O)(Nc1ccc(N2CCCCC2)cc1)c1ccc(F)c(F)c1	1%	-9%	-24%	/	1%	/	-13%	1	-0.5
COc1ccc(CCN=C(N)NS(=O)(=O)c2ccc(C)c(C)c2)cc1OC	-1%	1%	-24%	/	0%	/	21%	1	-0.1
COc1ccccc1N(CC(=O)NC1CCCC1)S(=O)(=O)c1cccc(C(F)(F)F)c1	-5%	-4%	-10%	-1.6	10%	-14	2%	-8	-0.8
O=C(NCc1ccccc1F)C1CCCN(C(=O)Nc2ccccc2)C1 (stereo unspecified)	6%	-3%	-27%	1.2	2%	15	3%	4	-0.6
Cc1ccc(CNC(=O)C2CCC(=O)N(CCc3cccc(F)c3)C2)s1 (stereo unspecified)	4%	1%	-6%	-0.3	-3%	-8	8%	2	0.0
O=C(/C=C/c1ccc2ccccc2c1)c1ccoc1	2%	-3%	-2%	0.7	2%	5	13%	2	0.0
Cc1ccccc1NC(=O)Cc1nc(COC(=O)c2ccc(Cl)c(S(N)(=O)=O)c2)cs1	-6%	-4%	-5%	-0.7	3%	12	1%	-3	0.6
CC(C)C[C@@H](CNCC(=O)[C@H](CC(C)C)NC(=O)c1[nH]cnc1C(=O)N[C@@H](C)CN)NC(=O)c1nc[nH]c1C(=O)N[C@@H](C)C(=O)O	-2%	0%	-21%	/	-3%	/	18%	/	/
CCOC(=O)CC1C(=O)NCCN1C(=O)c1cc2c(=O)n3ccccc3nc2s1 (stereo unspecified)	/	/	/	0.7	/	21	/	-3	-0.5
CCCCC(=O)Nc1nnn(CCC)n1	4%	5%	-6%	1.0	10%	-8	20%	-3	1.1
CCc1nn2cc(C(=O)c3cc(C)ccc3O)cnc2c1-c1ccc(F)cc1	4%	-14%	-15%	-1.4	8%	6	-8%	-4	0.9
COc1ccccc1N1CCN(C2CCCN(C(=O)c3ccoc3)C2)CC1 (stereo unspecified)	-3%	2%	-7%	-0.2	-5%	5	6%	-1	-0.1
O=C(NCc1ccco1)C1CCN(C(=O)c2ccc([N+](=O)[O-])cc2)CC1	-1%	-16%	-5%	0.8	1%	14	?	-4	-1.1
Cc1csc(SCc2ccc(C(=O)O)cc2)n1	?	-3%	-7%	0.9	4%	14	-6%	-6	-0.1
CCOC(=O)C1CCN(S(=O)(=O)c2ccc(Cl)nc2)CC1	0%	6%[57.1 µM]	-18%	0.0	-12%	21	18%[57.1 µM]	-1	0.0
COc1cc(OC)cc(C(=O)N2CCN(C3CCC(C)CC3)CC2)c1 (stereo unspecified)	2%	6%	-12%	/	0%	/	-4%	/	/
Cc1ccc(N2C(=O)C3CCCN3C2=S)cc1Cl (stereo unspecified)	0%	-3%	-20%	-0.2	-10%	-8	6%	6	-0.6
CCOc1ccc(OCC)c(NC(=O)C2CCCN2S(=O)(=O)c2cccc3cccnc23)c1 (stereo unspecified)	?	-3%	-5%	-1.1	-4%	17	21%	-6	-0.2
O=C(COc1ccccc1)Nn1c(-c2ccccc2)nc2ccccc2c1=O	-5%	5%[57.1 µM]	0%	0.1	-6%	6	10%	-1	-0.2
COc1cc(/C=C/C(=O)O)cc(Br)c1O	-8%	14%	-18%	-0.3	10%	-6	-27%	-4	0.4
Cc1cccc(NS(=O)(=O)c2ccc(C)c(C(=O)NCC(c3cccs3)N3CCOCC3)c2)c1 (stereo unspecified)	-3%	1%	-18%	/	-2%	/	17%	/	/
Cc1cccc(C)c1NC(=O)C(NC=O)c1ccc(Cl)cc1 (stereo unspecified)	-3%	-3%	-15%	0.3	1%	19	0%	26	-0.2
Cc1ccc(-c2nn(CC(=O)NC3CCCCC3)c3c2cnc2ccccc23)cc1	-2%	-4%[57.1 µM]	?	-0.7	-9%	/	16%[57.1 µM]	6	0.3
Cc1ccc(C(=O)COc2ccc3ccc(=O)oc3c2)cc1	17%	0%	-11%	-0.6	1%	2	4%	-1	-0.3
CC1(C)Cc2c(C#N)c(N)sc(=S)c2CO1	-3%	-19%	3%	/	1%	/	?	-5	1.4
O=C(Nc1ccc(F)c(Cl)c1)C1Cc2ccccc2CN1S(=O)(=O)c1ccc(F)cc1 (stereo unspecified)	12%	-1%	-6%	/	/	/	22%	3	2.4
CCOc1ccc(NC(=O)C2CSC(c3ccncc3)=N2)cc1 (stereo unspecified)	-10%	11%[57.1 µM]	-11%	-0.5	-3%	18	15%[57.1 µM]	4	0.4
COc1cc(NC(=O)c2cc(C3CC3)nc3c2c(C)nn3-c2ccccc2)cc(OC)c1	17%	25%	?	-0.2	33%[activator]	/	60%[activator]	14	1.3
CC(C)N(CCCNC(=O)C1CCN(S(=O)(=O)N2CCOCC2)CC1)Cc1ccccc1	3%	-5%	-23%	0.0	0%	8	-1%	6	-0.5
COc1ccccc1NC(=O)c1c(NC(=O)c2cccs2)sc2c1CCC(C(C)(C)C)C2 (stereo unspecified)	1%	-8%	-9%	-2.2	1%	/	-14%	4	-0.7
CCCC1Cc2c(sc(NC(=S)NC(=O)c3ccccc3)c2C#N)CO1 (stereo unspecified)	/	/	/	0.9	/	0	/	5	1.2
COC(=O)c1ccc(C(=O)Nc2ccc(C(C)C)cc2N)cc1	0%	5%	-3%	/	-2%	/	15%[57.1 µM]	1	0.0
CN(C)CCNC(=O)c1cccc2ccc(-c3ccc(-c4ccccc4)cc3)nc12	0%	50%[57.1 µM]	-24%	/	12%	/	4%[11.4 µM]	/	/
CCCN(CC(=O)Nc1ccc(F)c(F)c1F)C(=O)CCc1nc2ccccc2c(=O)[nH]1	-3%	-2%[57.1 µM]	-16%	-1.3	8%	3	7%	-4	-0.7
O=C1CC(=O)NC(SCC(=O)Nc2ccccc2[N+](=O)[O-])=N1	/	8%[0.0914 µM]	-16%	-0.4	-2%	1	10%[57.1 µM]	0	-0.2

Just TRHR PAM and USP1 inh, for some of the entries so far:
| SMILES | TRHR PAM | USP1 inh |
| --- | --- | --- |
| CCCC1Cc2c(sc(NC(=S)NC(=O)c3ccccc3)c2C#N)CO1 (stereo unspecified) | 5 | / |
| COC(=O)c1ccc(C(=O)Nc2ccc(C(C)C)cc2N)cc1 | 1 | -3% |
| CN(C)CCNC(=O)c1cccc2ccc(-c3ccc(-c4ccccc4)cc3)nc12 | / | -24% |

(continued)
SMILES	Pin1 inhibitor	TrxR1 substrate	USP1 inh	D2 agonist	mIDH1 inhibitor	D2 antag	rTrxR1 inhibitor	TRHR PAM	TRHR agonist
O=C(Cc1nnc(NC(=O)Nc2ccccc2F)s1)NCc1ccccc1	11%	7%[57.1 µM]	-11%	-1.3	4%	-17	18%	-6	-0.4
O=C(CSc1nc(-c2cccc(F)c2)[nH]c1-c1ccccc1)Nc1ccc2c(c1)OCCO2	10%	9%	-19%	-1.1	7%	/	3%	-4	-1.2
O=C(CSc1nnc2c(n1)[nH]c1ccc(F)cc12)OCc1ccccc1	10%	-1%[57.1 µM]	-7%	-0.2	-3%	-2	8%[57.1 µM]	-3	1.0
Cc1nc2oc3c(NCC4CCCO4)ncnc3c2c2c1COC(C)(C)C2 (stereo unspecified)	1%	-10%	-20%	0.1	-4%	-1	-9%	-12	-0.9
COc1ccc(NC(=O)CCS(=O)(=O)c2nc(-c3ccc4c(c3)OCO4)cc(C(F)(F)F)n2)cc1OC	-1%	10%[2.29 µM]	?	-1.0	-18%	/	-22%	-5	-0.2
Cc1cc(C)c2cc(C#N)c(SCC(=O)Nc3cc(C)on3)nc2c1	11%	-16%[57.1 µM]	-19%	0.7	5%	-19	23%[57.1 µM]	3	0.5
CC(=O)NCCn1c(SCc2ccccc2F)nc2ccccc2c1=O	0%	3%	-15%	-0.9	11%	29	6%	-7	-0.8
COc1ccccc1N1CCN(C(=O)CCSCc2ccccc2F)CC1	-4%&2%	-2%	-25%&2%	0.2&0.6	-1%&-9%	9	10%	1&-4	-0.9&-1.1
O=S(=O)(c1ccc2[nH]c3c(c2c1)CCCCC3)N1CCN(c2ccccc2)CC1	13%	2%	2%	1.1	-8%	/	26%	6	0.7
C=CCn1c(SCC(=O)Nc2sccc2C(N)=O)nc2sc(C)c(C)c2c1=O	60%[activator]	7%[57.1 µM]	-12%	-0.2	1%	-6	6%[57.1 µM]	0	0.3
COc1ccc(NC(=O)N2CCCCCC2)c(OC)c1	-8%	8%[57.1 µM]	-4%	-0.2	-1%	-7	17%[57.1 µM]	5	-0.1
CCOC(=O)c1ccc(N2C(=O)c3[nH]nc(-c4ccccc4)c3C2c2ccc(CC)cc2)cc1 (stereo unspecified)	17%	-5%	-29%	2.1	12%	/	20%	2	2.6
CCCCNc1cc(C(=O)O)cc(S(N)(=O)=O)c1Oc1ccccc1	-6%	16%[57.1 µM]	-8%	-1.2	7%	-1	3%[57.1 µM]	1	-0.2
COc1cc(CN(C(=O)COc2ccc(Cl)cc2)c2ccccn2)cc(OC)c1OC	-7%	-7%	-2%	-1.4	2%	/	16%	-9	2.2
CCC(=O)c1cn(CC(=O)Nc2ccccc2)c2ccccc12	-2%	-9%	0%	0.5	-1%	20	11%[57.1 µM]	-6	0.2
Cc1ccc(C(=O)Nc2nnc(SCC(=O)N3CCCc4ccccc43)s2)cc1	32%[activator]	11%	-5%	-1.4	7%	3	23%	-2	0.1
O=C(O)c1cccc(N2C(=O)c3ccc(Oc4ccc(Cl)cc4)cc3C2=O)c1	-10%	2%	-4%	1.0	13%	-11	12%[57.1 µM]	4	0.2
